mcGAS inh – inhibitors of mouse cGAS. recombinant cGAS, Kinase-Glo ATP depletion luminescence. inhibition, % at 12.5 µM. hit rate 0.15% among 160,000. AID 1259399;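 also: 0% = negative control wells and 100% = reference inhibitor with no enzyme activity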
hcGAS lum – blocks human cGAS activity. Q8N884. recombinant h-cGAS, ATP depletion, Kinase-Glo luminescence. inhibition, % at 12.5 µM. hit rate 0.081% among 290,000. AID 1259398;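 also: 0% = vehicle reaction and 100% = reaction without DNA for no activity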
Target sequence (Q8N884 whole entry, looked up): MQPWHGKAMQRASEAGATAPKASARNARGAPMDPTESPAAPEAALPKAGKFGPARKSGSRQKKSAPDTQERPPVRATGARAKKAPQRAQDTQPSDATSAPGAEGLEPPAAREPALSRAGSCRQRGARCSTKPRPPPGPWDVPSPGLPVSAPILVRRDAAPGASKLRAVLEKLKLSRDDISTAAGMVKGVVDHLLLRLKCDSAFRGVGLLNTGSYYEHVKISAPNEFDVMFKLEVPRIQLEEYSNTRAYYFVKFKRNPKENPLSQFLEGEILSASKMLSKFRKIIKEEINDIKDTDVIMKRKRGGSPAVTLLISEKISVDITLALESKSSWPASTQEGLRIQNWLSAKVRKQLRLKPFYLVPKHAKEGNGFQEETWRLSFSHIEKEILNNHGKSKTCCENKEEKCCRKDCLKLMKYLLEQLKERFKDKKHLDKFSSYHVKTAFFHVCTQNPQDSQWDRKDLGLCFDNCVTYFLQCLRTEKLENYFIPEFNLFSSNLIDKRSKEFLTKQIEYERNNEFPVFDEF
NPYLR7 ag – activates Aedes aegypti NPYLR7 receptor | hit rate 0.15% among 270,000 | HEK293T NPYLR7/Galpha15, GCaMP6s calcium fluorescence | activation, % at 10 µM; in the data active = activation above about 40%;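 also: 0% = vehicle and 100% = reference agonist at the receptor; some compounds past the cut are filed as inactive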
Active calls of the source: *; nt = not tested or not shown. Rule as the data show it, unless noted: active = inhibition above about 40%; inactive = the rest.

Compound	mcGAS inh	hcGAS lum	NPYLR7 ag
C1CSC2(N1)C1CC3CC2CC(C1)C31NCCS1 (centres undefined)	-10	-15	2
CCc1cnc(C)nc1-c1ccc(C(C)N2CCCC2)cc1 (centres undefined)	nt	-2	1
CCc1c(C(=O)N2CCCC(c3nn(C)c(=O)n3CC)C2)csc1C (centres undefined)	-10	-2	28
O=C(Cc1nnc(-c2ccc3ncccc3c2)o1)N1CCN(c2ccccc2F)CC1	nt	-1	-9
Cc1ccc(CC(=O)Nc2cccc(S(=O)(=O)N(C)C)c2)cc1C	nt	-4	9
CC(=O)Nc1ccc(NC(=O)Cn2c(-c3nnc(C)o3)cc3ccccc32)cc1	1	1	-6
O=C(O)CC12CC3CC(Br)(CC(Br)(C3)C1)C2	nt	-5	-1
CC(C)C(NC(=O)c1ccc(=O)n(C)n1)c1ccc(C(C)(C)C)cc1 (centres undefined)	nt	-8	16
CCOC(=O)N1CCN(c2c(NC3CCCCCCC3)c(=O)c2=O)CC1	-5	-9	6
O=C1CN(C(=O)c2ccccc2Oc2ccccc2)CCN1	nt	-6	3
CC(C)CC(=O)Nc1ccc(-n2cnc(C(=O)N3CCC4(CC3)OCCO4)c2)nc1	nt	0	-8
CC1CCc2sc3ncnc(NCCCN(C)C)c3c2C1 (centres undefined)	2	2	9
Cc1cc(CNc2nccc(CCC(F)(F)F)n2)n[nH]1	nt	-9	5
CCN(Cc1ccncc1)c1nc(C)nc2sccc12	-8	0	1
O=C(NC1CCCC1)c1ccccc1NC(=O)c1ccccc1[N+](=O)[O-]	nt	-7	2
CNC(=O)CSc1nc2ccccc2c(=O)n1CCOC	nt	-1	-3
Nc1ccc2c3c(cccc13)C(=O)N(c1ccccc1)C2=O	nt	-1	76*
Cc1nc2nc(-c3ccccc3O)cc(C(=O)O)c2[nH]1	-3	4	0
CC1CCC2(CC1)NC(=O)N(CN1CCN(S(=O)(=O)c3ccc(F)c(Cl)c3)CC1)C2=O (centres undefined)	-9	-5	5
Cc1cccc(CSc2nnc(CNS(=O)(=O)c3cc(Cl)ccc3Cl)n2-c2cc(Cl)ccc2C)c1	-3	-3	19
CCOc1ccc(NC(=O)NC(C)c2nnc(SCc3ccccc3C)n2-c2cc(Cl)ccc2C)cc1 (centres undefined)	-5	-8	16
CC(=O)OC12CC3C(=O)NC(CC(C)C)C(=O)N3C1N(C(C)=O)c1ccccc12 (centres undefined)	-9	-6	-5
Cn1cnc2cc(C(=O)Nc3cnc4n3CCCC4)cnc21	-16	-1	0
OCCN1CNC(=S)NC1	nt	-6	11
Cc1cccc(C(=O)Nc2cccc(-c3nc4cc(C)ccc4o3)c2C)c1	0	1	-10
Cc1nc2n(n1)C(=O)C(C(c1ccccc1Cl)N1CCC(C(N)=O)CC1)S2 (centres undefined)	-7	-4	-4
CCN(CC(=O)NC1CCS(=O)(=O)C1)C(=O)c1ccc(Br)s1 (centres undefined)	nt	-2	-1
O=C(NCCn1ncccc1=O)Nc1ccccc1C(F)(F)F	-10	-3	-10
CC(C)C(=O)NC(NC(=S)Nc1cccc2cccnc12)C(Cl)(Cl)Cl (centres undefined)	-4	-2	-1
COC(=O)c1cc2c(=O)n(-c3ccccc3)ccc2nc1C	-6	-13	0

Looked up one by one from the list above (2):
Compound	mcGAS inh	hcGAS lum	NPYLR7 ag
Cc1cccc(C(=O)Nc2cccc(-c3nc4cc(C)ccc4o3)c2C)c1	0	1	-10
Cc1nc2n(n1)C(=O)C(C(c1ccccc1Cl)N1CCC(C(N)=O)CC1)S2 (centres undefined)	-7	-4	-4

Next section.
Compound	mcGAS inh	hcGAS lum	NPYLR7 ag
c1ccc(-c2nnc3n2CCN(Cc2cc4n(n2)CCCNC4)CC3)cc1	nt	-3	14
C1=C(Cc2nc(C3CC3)n[nH]2)CCCC1	nt	-2	-1
Cc1c(C(=O)N2CCc3c(nc(N(C)C)[nH]c3=O)C2)sc2ccccc12	-12	4	6
CCCC(=O)OCC(O)CN(CCOC)Cc1ccc(OC)cc1 (centres undefined)	-1	3	-1
O=C(Cn1ncc(Cl)c(Cl)c1=O)Nc1ccc2c(c1)OCO2	nt	-6	8
CC(C)c1cc(=O)[nH]c(-n2nc(-c3cccs3)cc2NC(=O)COc2ccc(Cl)cc2)n1	nt	-1	0
COc1ccc(-c2nnc3c4cnn(C)c4ncn23)cc1OC	-3	-3	7
COc1ccccc1N1CCN(C(=O)c2cccc(CSc3nc(Cl)cc(N4CCN(c5ccccc5C)CC4)n3)c2)CC1	-7	-8	19
CC(C)(C)c1ccccc1NC(=O)c1coc(N2CCNC2=O)n1	nt	-8	3
Nc1ncn(Cc2ccc(Br)cc2)n1	nt	0	10
Cc1cccc(OCC(=O)Nc2nnc(-c3cccs3)s2)c1	2	1	-5
CSc1ccc(COc2coc(CN3CCCN(S(=O)(=O)c4ccc(OC(F)(F)F)cc4)CC3)cc2=O)cc1	-6	-10	23
c1ccc(-c2noc(-c3cccc4ccccc34)n2)nc1	0	4	5
COc1ccc(C2CC(=O)C3C(=Nc4ccccc4NC3c3cccc(OCc4ccccc4)c3)C2)cc1 (centres undefined)	nt	-7	-4
CCCNC(=O)CCc1nc(-c2ccccc2)c(-c2ccccc2)o1	nt	-11	1
Cc1ccccc1Nc1nc(-c2cc3cc(Br)cc(Br)c3oc2=O)cs1	-4	-2	-4
O=C(Cc1ccccc1)N1CCC(c2ccccc2)=N1	0	4	-24
CCN(Cc1ccnc2ccccc12)CC1CCOCC1	nt	-8	8
Cc1ccc(C)c(-n2cc(CN3CCN(c4cnccn4)CC3)c(-c3ccccc3)n2)c1	-6	-1	9
CCCN(CCC)C(=O)c1cc(-c2ccc(OC)cc2)nc2cc(C(C)(C)C)nn12	-6	-6	8
CC(NC(=O)C1CCN(c2ccc(C(F)(F)F)cc2[N+](=O)[O-])CC1)c1ccccc1 (centres undefined)	nt	-5	2
COCCCn1c(-c2cc(OC)c(OC)c(OC)c2)nc2nc3ccccc3nc21	-6	-5	-7
Cc1cc(C)cc(NC(=O)c2cn(C)c3c(=O)n(Cc4ccccc4)c(=O)[nH]c23)c1	nt	-7	2
O=S(=O)(c1ccc(Cl)cc1F)N1CCCC1c1ccc2c(c1)OCCCO2 (centres undefined)	-4	-1	1
CCOc1ccc(NC(=O)Cn2c(-c3nnc(CC(C)C)o3)cc3ccccc32)cc1	-8	-6	-4
Cn1nc(C2CCCN(c3ncccc3C(N)=O)C2)n(-c2ccccc2)c1=O (centres undefined)	-18	-4	26
O=C1/C(=C/c2cccnc2)Oc2c1ccc1c2CN(CCc2cccs2)CO1	-4	-6	35
Clc1ccc2nc(NN=Cc3cccnc3)nc(-c3ccccc3)c2c1	nt	1	0
CCCNc1nc(SC)nc2c1cnn2CCNC(=O)COc1ccc(C(C)C)cc1	1	3	nt
COc1ccccc1-c1cc(C(=O)N2CCC3(CC2)OCCO3)nc2cc(-c3ccc(Cl)cc3)nn12	-5	-1	12
CCCN1C(=O)C(=Cc2c(N3CCN(CCO)CC3)nc3c(C)cccn3c2=O)SC1=S	nt	-9	12
CCn1cc(C(=O)NCCCOC(C)C)c2nn(-c3ccccc3)c(=O)c-2c1	-6	-5	2
Cc1ccc(C(=O)CSc2nnc(NC(=O)C3C[C@H]3c3ccccc3)s2)c(C)c1 (some centres undefined)	-7	-1	21
Cc1cc(C)nc(SCc2cc(=O)c(OC(=O)Cc3cccc4ccccc34)co2)n1	68*	12	-9
Cc1nc(CC(=O)N(CC(F)(F)F)c2cccc(Cl)c2)cs1	nt	-14	1
CO[C@@H]1CO[C@H]2[C@@H]1OC[C@@H]2n1nnnc1C(C)C	-3	0	-10
COc1ccc2[nH]c(=O)c(CN(C)CCc3scnc3C)cc2c1	nt	-6	8
O=C1C(Nc2ccc(Br)cc2)=C(n2nnc3ccccc32)C(=O)c2ccccc21	nt	-7	3
CN(C)c1nn(CC(O)c2cccc(F)c2)c(=S)s1 (centres undefined)	nt	-11	3
CCc1nnc(SC(CC)C(=O)NC2CCCC2)c2cc3oc(C)cc3n12 (centres undefined)	nt	-4	3
O=C(CN(Cc1ccco1)S(=O)(=O)N1CCCCCC1)Nc1ccccc1	nt	-4	1
COc1ccc(CCNC(=O)CSc2nc3[nH]ncc3c(=O)[nH]2)cc1OC	nt	-3	0
CCn1c(CC2CCNCC2)nn(CC2Cc3c(C)nc(C)nc3O2)c1=O (centres undefined)	nt	-3	1
O=S(=O)(Cc1cccc(F)c1)NC1(c2ccccc2)CC1	nt	-6	6
CO[C@H]1CN(C(=O)c2cccc(C#N)c2)[C@H]2Cc3c(oc4ccccc34)[C@@H]1C2	-11	-7	8
O=C(CCC(=O)N1CCC2(CC1)OCc1cc(-c3ccccc3CO)ccc1O2)c1ccc(F)cc1	-1	1	-26
COc1ccc2c(c1)CC/C(=C\c1cc(Br)ccc1OC)C2=O	nt	-11	13
O=C(NCCNC(=O)[C@H]1CCCN1C(=O)c1ccco1)c1ccccc1	1	4	8
O=C(c1ccon1)N1CC2CCCCC2C1 (centres undefined)	nt	-13	22
Cc1nn(CC(=O)N2CCCc3ccccc32)c(=O)c2c1cnn2-c1ccc(F)cc1	nt	-7	7
O=C(Cc1cccs1)N(Cc1cccnc1)c1nc2ccc(F)cc2s1	-8	-5	5
Cc1ccc(-n2ncc3c(=O)n(NC(=O)CC4CCCC4)cnc32)cc1C	nt	0	11
O=C(Cn1cnc2ccccc21)N1CCCC(N2CCN(c3ccccc3F)CC2)C1 (centres undefined)	nt	-11	0
Cc1ccccc1-c1onc(C)c1C(=O)NCCCN1CCOCC1	-5	-1	1
CCc1nc2ccc(C(=O)Nc3ccc4c(c3)CCN4C(C)=O)cn2c1N(CCC(C)C)CCN(C)C	-3	-7	-5
CN(CC1CCCN(CCc2ccc(Cl)cc2)C1)C(=O)c1cn(C)c2ccccc12 (centres undefined)	-9	-6	-5
CCOC(=O)c1ccc2c(c1)nc(SCc1cc(C(F)(F)F)cc(Cl)c1F)n2CCc1ccc(OC)cc1	0	-4	7
Cc1nn(C)c(C)c1C(C)C(=O)Nc1cc(F)c(N(C)C)c(F)c1 (centres undefined)	-9	-11	-1
CN1CCN(C(=O)C(Cc2ccccc2)NC(=O)C2CC(c3ccc4c(c3)OCO4)=NO2)CC1 (centres undefined)	-4	-11	34
CCCC(=O)C1=C(c2ccc(CC)cc2)N(C(=O)CCC)n2c(C)nnc2S1	nt	-10	2

Gathered by group, the compounds so far containing a CF3 group
Compound	mcGAS inh	hcGAS lum	NPYLR7 ag
Cc1cc(CNc2nccc(CCC(F)(F)F)n2)n[nH]1	nt	-9	5
O=C(NCCn1ncccc1=O)Nc1ccccc1C(F)(F)F	-10	-3	-10
CSc1ccc(COc2coc(CN3CCCN(S(=O)(=O)c4ccc(OC(F)(F)F)cc4)CC3)cc2=O)cc1	-6	-10	23
CC(NC(=O)C1CCN(c2ccc(C(F)(F)F)cc2[N+](=O)[O-])CC1)c1ccccc1 (centres undefined)	nt	-5	2
Cc1nc(CC(=O)N(CC(F)(F)F)c2cccc(Cl)c2)cs1	nt	-14	1
CCOC(=O)c1ccc2c(c1)nc(SCc1cc(C(F)(F)F)cc(Cl)c1F)n2CCc1ccc(OC)cc1	0	-4	7

Returning to the listing, starting three compounds before the break.
Compound	mcGAS inh	hcGAS lum	NPYLR7 ag
Cc1nn(C)c(C)c1C(C)C(=O)Nc1cc(F)c(N(C)C)c(F)c1 (centres undefined)	-9	-11	-1
CN1CCN(C(=O)C(Cc2ccccc2)NC(=O)C2CC(c3ccc4c(c3)OCO4)=NO2)CC1 (centres undefined)	-4	-11	34
CCCC(=O)C1=C(c2ccc(CC)cc2)N(C(=O)CCC)n2c(C)nnc2S1	nt	-10	2
CNC(=O)CC1CCN(CCC(C)SC)CC1 (centres undefined)	nt	-9	7
O=C(CSC(=S)N1CCOCC1)N1CCc2ccccc21	-5	-6	-2
O=C(NCC1CCCO1)[C@@]1(OCc2cccc(Cl)c2)CC(OCc2ccc(F)cc2)[C@H](O)[C@H](O)C1 (some centres undefined)	-6	-1	7
CC(C)(C)c1ccc(-c2ccnc3nc(N4CCN(C(=O)c5ccc([N+](=O)[O-])o5)CC4)nn23)cc1	-11	-6	0
O=C(CSc1ccc(NC(=O)C2CC2)nn1)NCc1ccc(F)cc1	nt	2	-1
COc1ccc(-c2nn(CC(=O)Nc3ccccc3)c(=O)c3nc(C)sc23)cc1OC	-8	0	-2
COc1ccc2nc(NC(=O)CN3C(=O)c4ccccc4C3=O)sc2c1	-6	-4	5
COc1cccc(C(=O)Nc2c(-c3cc(C)cc(C)c3)nc3ccccn23)c1	-7	-8	-9
Nc1c(C(=O)Nc2ccccc2C(F)(F)F)c2ccccn2c1C(=O)c1ccc(F)cc1	-8	-7	0
CCN(CC)c1nc(N)c([N+](=O)[O-])c(N2CCN(Cc3ccccc3)CC2)n1	nt	7	1
CC(=O)Nc1cccc(C(=O)N(C)CCC(C)N2CCCC2)c1 (centres undefined)	-8	-3	12
CCN(CC)Cc1cccc(NC(=O)Cc2cc(C)sc2C)c1	nt	-6	3
CC(=O)NCCNC(=O)c1ccc(Cl)c(S(=O)(=O)N2CCCC2)c1	nt	-7	-1
Cc1cc2cc(CNC(=S)NCCc3ccccc3)ccc2n1C	nt	1	7
Oc1ccc(N=Nc2ccc(Cl)cc2)c2cccnc12	nt	-8	0

Whole records, quoted from the list. Order of values: mcGAS inh | hcGAS lum | NPYLR7 ag
Record of Nc1c(C(=O)Nc2ccccc2C(F)(F)F)c2ccccn2c1C(=O)c1ccc(F)cc1 → -8 | -7 | 0
Record of CCN(CC)Cc1cccc(NC(=O)Cc2cc(C)sc2C)c1 → nt | -6 | 3
